Source: PubChem BioAssay (several laboratories)
Spn DPM-DC inh: inhibitors of Streptococcus pneumoniae diphosphomevalonate decarboxylase | calls only at 10 µM | actives 0.49% (n = 65,000) | purified DPM-DC, PK/LDH coupled NADH fluorescence;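 active means the 320 compounds with the highest percent inhibition in the single-dose primary screen, excluding strongly autofluorescent ones, cut at about 32% in these data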;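 further: kinetic rate of NADH fluorescence loss reporting ADP formed by the decarboxylase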
Bfl-1 inhibitors: Bfl-1 inhibitors, primary screen, biochemical, fluorescence polarization, FITC-Bid, mouse (AID 432); displacement, % at 20 µM; hits with a dose series show IC50 in µM; FITC-Bid BH3 peptide fluorescence polarization displacement; higher % means a stronger effect; actives 0.02% (n = 64,000); in the data active means a potency from the dose series; inactive means the rest, 99 in 100 with displacement below about 15%; further: strong numbers were not always called active
MK inhibit: inhibitors of Streptococcus pneumoniae mevalonate kinase; purified MK, PK/LDH-coupled NADH absorbance 340 nm; inhibition, % at 10 µM; actives 0.48% (n = 65,000);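 active means ranked among the strongest by inhibition in the single 10 µM screen, a fixed top-ranked set picked for dose follow-up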; further: no value below 0 was filed
TNAP inhibition: human TNAP enzyme inhibitors, biochemical, luminescent (AID 518) | actives 0.09% (n = 64,000) | one-dose inhibition, % at 20 µM; IC50 in µM for titrated hits | purified TNAP enzyme, luminescent substrate readout; higher % means a stronger effect; in the data active means a potency from the dose series; inactive means the rest, 99 in 100 with inhibition below about 22%;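 further: plate controls were vehicle for no effect and reference inhibitor for full effect; many of its hits are not listed in these tables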
HT1080 viability: HT1080 cell viability loss – fluorescence readout (AID 620); HT1080 viability, fluorescence; higher % means a stronger effect; cytotoxicity, % at 10 µM, or EC50 in µM where a hit was titrated; actives 0.42% (n = 87,000);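 further: cells exposed to compound overnight then 4 h with Alamar Blue; 0% = vehicle DMSO and 100% = killing control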
HPDE-C7K KRASV12: viability loss of HPDE-C7K cells – cell-based, fluorescence, HTS, primary screen (AID 431) | HPDE-C7K KRASV12 cells, Alamar Blue viability, 48 h; higher % means a stronger effect | cytotoxicity, % at 10 µM; hits with a dose series show EC50 in µM | actives 1.7% (n = 63,000);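 active means compounds whose percent cytotoxicity in the single-dose primary screen, scaled between solvent and toxic-drug controls, exceeds 50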;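 further: 0% = DMSO solvent wells and 100% = doxorubicin-treated wells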
HPDE-C7 viability: HPDE-C7 pancreatic duct cell viability loss – fluorescence, HTS (AID 430); HPDE-C7 pancreatic duct cells viability, fluorescence; higher % means a stronger effect; cytotoxicity, % at 10 µM; hits with a dose series show EC50 in µM; actives 1.8% (n = 63,000);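 further: cells exposed to compound for 48 hours before viability readout; 0% = vehicle and 100% = reference cytotoxic drug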
LYP phosphatase: LYP phosphatase inhibitors, primary screen, biochemical, DiFMUP fluorescence, recombinant catalytic domain, 10 µM (AID 606) | recombinant LYP catalytic domain, DiFMUP fluorescence; higher % means a stronger effect | 52,000 tested, under 10 active | inhibition, % at 10 µM; hits with a dose series show IC50 in µM;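 active means IC50 under 40 µM in the dose-response test; inactive means IC50 of 40 µM or more, or never dose-tested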
Spn PMK inh: inhibitors of Streptococcus pneumoniae phosphomevalonate kinase. AID 539. purified PMK, PK/LDH-coupled NADH absorbance 340 nm. inhibition, % at 10 µM. actives 0.49% (n = 65,000);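 active means top-ranked compounds by inhibition in the single 10 µM screen, taking a fixed number of the strongest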;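 further: 0% = full reaction with DMSO carrier and 100% = background rate without enzyme reaction; no value below 0 was filed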
Spn PMK inh pilot replicates: further read-out of Spn PMK inh, marked with its call; inhibition, %; measured here: pilot screen replicates
MK inhibit pilot replicates: further read-out of MK inhibit, marked with its call; inhibition, %; measured here: pilot screen replicates
Spn DPM-DC inh pilot screen %: also measured in Spn DPM-DC inh; calls as there; inhibition, %; measured here: pilot screen trials
Numbers without * were called inactive; i = inactive; / = no result given. Unless noted, no stated cut-off is given here; in the data, active means cytotoxicity above about 50%; inactive means the rest.

SMILES	Spn DPM-DC inh	Bfl-1 inhibitors	MK inhibit	TNAP inhibition	HT1080 viability	HPDE-C7K KRASV12	HPDE-C7 viability	LYP phosphatase	Spn PMK inh	others
COc1ccc(CCn2c(-c3ccco3)nc3ccccc3c2=O)cc1OC	i	2.7%	0.0	8.2%	5.4%	1.5%	-8.1%	3.3%	0.0	Spn PMK inh pilot replicates=1.0;MK inhibit pilot replicates=0.0;Spn DPM-DC inh pilot screen %=0.0
COc1ccc(CC(=O)N2CCN(C(=O)c3ccco3)CC2)cc1	i	1.9%	9.0	-9.7%	4.7%	16.7%	-3.6%	3.2%	4.0
CC1CN(S(=O)(=O)c2cccs2)CC(C)O1 (stereo not drawn)	i	-5.0%	11.0	10.0%	-1.4%	14.8%	6.7%	14.6%	8.0
Cc1nnc(SCC(=O)Nc2ccc3c(c2)OCCO3)n1CC1CCCO1 (stereo not drawn)	i	-1.3%	6.0	15.6%	2.1%	6.7%	-7.7%	14.0%	14.0	Spn PMK inh pilot replicates=2.0;MK inhibit pilot replicates=0.0;Spn DPM-DC inh pilot screen %=0.0
COC(=O)Cn1nc(-c2ccccc2)n(-c2ccccc2)c1=S	i	-1.1%	0.0	3.5%	0.0%	-9.5%	-13.6%	4.6%	12.0
COc1ccc2nc(SCC(=O)Nc3ccc(S(=O)(=O)N4CCCC4)cc3)c(C#N)cc2c1	i	-11.3%	0.0	7.8%	-3.8%	-6.2%	-15.0%	11.2%	10.0
CCc1nc2ccccc2c(C(=O)OCC(=O)Nc2ccc(S(=O)(=O)N3CCOCC3)cc2)c1C	i	3.2%	0.0	-3.2%	14.2%	43.3%	31.0%	3.6%	8.0
O=C1CC(=O)CC(c2ccco2)C1	i	-4.0%	0.0	0.9%	-5.4%	3.4%	-1.0%	-27.2%	8.0
COc1ccc(-c2nnc(SCC(=O)NC(C)c3ccccc3)o2)cc1 (stereo not drawn)	i	-6.0%	11.0	9.1%	1.8%	6.1%	-7.0%	-8.3%	9.0	Spn PMK inh pilot replicates=0.0;MK inhibit pilot replicates=0.0;Spn DPM-DC inh pilot screen %=0.0
CCOc1ccccc1Cn1c(=O)oc2ccc(C)cc21	i	/	10.0	/	3.2%	/	/	8.2%	6.0
O=C(Nc1ccccc1)N1CCC(C(=O)N2CCN(S(=O)(=O)c3cccc(F)c3)CC2)CC1	i	-5.0%	2.0	-0.5%	3.8%	-2.5%	-6.3%	/	3.0
Cc1ccc(Cn2nnc3c(=O)n(Cc4cccc(C)c4)cnc32)cc1	i	/	8.0	/	-11.1%	/	/	8.5%	14.0
CC(=O)OCc1c(F)c(F)c(-n2nc(C)cc2C)c(F)c1F	i	-3.0%	6.0	6.3%	-4.8%	/	/	12.9%	10.0
CCCN(Cc1cc2ccc(C)cc2[nH]c1=O)C(=O)c1cccnc1	i	-7.1%	3.0	9.3%	-1.8%	-4.5%	-12.5%	/	6.0	Spn PMK inh pilot replicates=0.0;MK inhibit pilot replicates=0.0;Spn DPM-DC inh pilot screen %=0.0
Cc1nc(Sc2nnnn2C)c2c3c(sc2n1)CCC3	/	-0.9%	11.0	10.2%	-1.1%	68.5%*	76.2%*	-3.2%	10.0
CC(Sc1ccccc1)C(=O)Nc1cccc(N(C)S(C)(=O)=O)c1 (stereo not drawn)	i	-2.6%	5.0	4.8%	7.4%	5.6%	6.0%	6.7%	8.0
COc1ccc(-c2nc(C#N)c(N3CCCCCC3)o2)cc1	/	-7.3%	2.0	-0.3%	-0.3%	-3.1%	-3.5%	6.0%	0.0
Cc1cc(C)nc(N2CCC(C(=O)N3CCN(c4cc(Cl)ccc4C)CC3)CC2)n1	i	0.5%	10.0	9.8%	-1.0%	46.2%	59.5%*	11.8%	15.0
O=C1c2ccccc2C(=O)N1CCCP(=O)(O)CCc1ccccc1	i	13.8%	7.0	2.4%	4.2%	2.1%	4.4%	/	9.0
COc1ccccc1-n1c(CNC(=O)c2ccco2)nnc1SCC(=O)Nc1cc(C)ccc1C	i	0.3%	8.0	7.1%	7.2%	-2.8%	-2.1%	0.1%	12.0
Cc1ccc(-n2nc(C)c3c2OC(N)=C(C#N)C3c2ccccc2F)cc1 (stereo not drawn)	i	-5.2%	1.0	3.2%	3.1%	9.1%	-7.8%	2.5%	0.0
COc1ccccc1-c1ccc(NC2CCCCC2)nn1	i	-1.9%	5.0	9.1%	0.3%	3.7%	8.9%	13.6%	8.0
O=C(c1cccc(N2CCCC2=O)c1)N1CCN(c2ccccc2)CC1	i	1.4%	0.0	-1.2%	9.1%	-1.7%	-18.7%	4.6%	18.0
CC(C)Cn1c(CN2CCN(c3ccccc3F)CC2)nc2c1c(=O)[nH]c(=O)n2C	i	-1.8%	2.0	9.2%	3.5%	-9.3%	-0.6%	-5.4%	4.0	Spn PMK inh pilot replicates=0.5;MK inhibit pilot replicates=0.0;Spn DPM-DC inh pilot screen %=0.0

3 compounds drawn at random from those above:
SMILES	Spn DPM-DC inh	Bfl-1 inhibitors	MK inhibit	TNAP inhibition	HT1080 viability	HPDE-C7K KRASV12	HPDE-C7 viability	LYP phosphatase	Spn PMK inh	others
CCCN(Cc1cc2ccc(C)cc2[nH]c1=O)C(=O)c1cccnc1	i	-7.1%	3.0	9.3%	-1.8%	-4.5%	-12.5%	/	6.0	Spn PMK inh pilot replicates=0.0;MK inhibit pilot replicates=0.0;Spn DPM-DC inh pilot screen %=0.0
O=C1c2ccccc2C(=O)N1CCCP(=O)(O)CCc1ccccc1	i	13.8%	7.0	2.4%	4.2%	2.1%	4.4%	/	9.0
COc1ccccc1-c1ccc(NC2CCCCC2)nn1	i	-1.9%	5.0	9.1%	0.3%	3.7%	8.9%	13.6%	8.0

Further records follow:
SMILES	Spn DPM-DC inh	Bfl-1 inhibitors	MK inhibit	TNAP inhibition	HT1080 viability	HPDE-C7K KRASV12	HPDE-C7 viability	LYP phosphatase	Spn PMK inh	others
COc1cc(NC(=O)Cc2ccccc2)cc(OC)c1	i	6.8%	8.0	8.4%	-3.5%	-7.2%	-14.8%	/	9.0
Cc1c(NC(=O)CCc2ccc(S(=O)(=O)N3CCOCC3)cc2)c(=O)n(-c2ccccc2)n1C	i	-0.5%	5.0	15.1%	5.7%	16.2%	8.8%	/	5.0	Spn PMK inh pilot replicates=3.5;MK inhibit pilot replicates=0.0;Spn DPM-DC inh pilot screen %=0.0
O=c1[nH]cnc2scc(-c3cccs3)c12	i	1.2%	5.0	13.7%	2.2%	11.9%	-7.5%	/	0.0
O=C(Cc1ccccc1)NCc1nc2ccccc2[nH]1	i	/	5.0	/	10.6%	/	/	-7.3%	21.0
Cc1nc(NC2=NCN(C3CCCCC3C)CN2)nc2ccccc12 (stereo not drawn)	i	-0.7%	6.0	9.7%	-3.4%	0.7%	-2.8%	/	17.0
CCCCCCn1c(N2CCC(C)CC2)nc2c1c(=O)[nH]c(=O)n2C	i	-5.1%	7.0	1.2%	5.2%	-3.8%	-3.3%	4.7%	12.0
COC(=O)c1sccc1NC(=O)c1ccc2c(c1)OCO2	i	-5.1%	7.0	3.7%	/	1.4%	-4.7%	6.4%	0.0
Cc1ccnc(NC(=O)C2CCCN(S(=O)(=O)c3cnc[nH]3)C2)c1 (stereo not drawn)	i	4.7%	11.0	15.2%	-1.8%	-1.5%	-1.1%	4.7%	10.0	Spn PMK inh pilot replicates=5.5;MK inhibit pilot replicates=6.5;Spn DPM-DC inh pilot screen %=1.5
Cc1cc(C)n(-c2ccc(C(=O)OCC(=O)Nc3ccc(S(=O)(=O)N4CCOCC4)cc3)cc2)n1	i	-9.6%	6.0	-0.2%	-9.0%	-15.9%	-22.6%	/	11.0
OC(CNCc1ccco1)Cn1c2ccccc2c2ccccc21 (stereo not drawn)	i	-3.1%	12.0	16.3%	1.2%	40.9%	30.8%	/	9.0
COc1ccc(-c2nc3c(n2O)CCC/C3=N\O)cc1	i	4.6%	2.0	0.2%	-15.3%	-9.2%	-13.2%	14.9%	1.0	Spn PMK inh pilot replicates=1.5;MK inhibit pilot replicates=0.0;Spn DPM-DC inh pilot screen %=3.0
COCCCNC(=O)CCN1C(=O)COc2ccccc21	i	0.7%	0.0	1.1%	-6.2%	-7.8%	-3.8%	/	14.0
COc1ccc(CN(C(=O)CSc2nnc(-c3ccccc3F)o2)c2ccc(F)cc2)cc1	i	-5.1%	2.0	15.2%	3.4%	16.8%	6.6%	6.3%	8.0	Spn PMK inh pilot replicates=3.5;MK inhibit pilot replicates=0.0;Spn DPM-DC inh pilot screen %=0.5
O=C(c1ccccc1)c1cccn1CC(=O)N1CCCCCC1	i	-0.5%	6.0	-0.1%	2.9%	-0.7%	-1.8%	-14.7%	13.0
CCOc1cc2[nH]c(=S)n(CCCN3CCCC3=O)c(=O)c2cc1OCC	i	5.6%	10.0	7.8%	-2.5%	4.7%	3.3%	/	14.0
Cc1nc2ccccc2c2oc(C(=O)NCCN3CCCCC3C)cc12 (stereo not drawn)	i	2.8%	6.0	6.3%	3.6%	1.3%	0.4%	-0.5%	11.0	Spn PMK inh pilot replicates=2.5;MK inhibit pilot replicates=0.0;Spn DPM-DC inh pilot screen %=6.5
Cc1ccc(-c2nc(NC(=O)CSc3nnnn3-c3ccccc3)ns2)cc1	i	-15.0%	3.0	4.6%	5.4%	-7.3%	-12.1%	-13.8%	12.0
Cc1nc2oc3c(NCc4ccccc4)ncnc3c2c2c1COC(C)(C)C2	i	1.9%	7.0	6.8%	26.3%	10.7%	11.1%	15.6%	0.0
COC(=O)CN1C(=O)CC(C)(C)Sc2ccccc21	i	9.4%	0.0	0.8%	2.4%	-1.6%	-1.0%	/	5.0
COc1ccccc1N1CCN(C(=O)Cn2nnc(-c3cccs3)n2)CC1	i	-15.0%	9.0	-0.6%	-2.7%	8.1%	3.0%	10.8%	17.0
Cc1cc(C)n(-c2nc3ccccc3c(=O)n2OCC(=O)Nc2c(C)cccc2C)n1	i	4.4%	12.0	4.0%	-3.4%	-15.9%	5.8%	/	16.0
COCCn1c(C)cc(C(=O)COC(=O)CCN2C(=O)c3ccccc3C2=O)c1C	i	-11.7%	0.0	10.3%	8.0%	-6.8%	-7.8%	10.1%	12.0	Spn PMK inh pilot replicates=1.5;MK inhibit pilot replicates=0.0;Spn DPM-DC inh pilot screen %=0.5
O=C1CCCc2c1cc(C(=O)Nc1ccc(Cl)cn1)c(=O)n2-c1ccccc1	i	0.9%	5.0	8.7%	-6.6%	4.3%	16.6%	-25.6%	12.0
CCN(CC)c1nc(C#N)nc(N(CC)CC)n1	i	-1.5%	9.0	10.9%	-1.3%	3.3%	-7.3%	/	13.0
Brc1ccc(-c2nnc(-c3ccc4c(c3)OCO4)o2)o1	i	-0.5%	6.0	1.3%	1.2%	-2.0%	-7.0%	/	0.0
CCOC(=O)c1c(NC(=O)COC)sc(C(C)=O)c1C	i	1.1%	17.0	9.5%	0.6%	/	/	/	0.0
CN1CCN(CCC(=O)Nc2ccc(OCc3ccccc3)cc2)CC1	i	-3.0%	6.0	7.7%	6.7%	16.4%	8.4%	8.0%	10.0
CC(=O)NCCN=Cc1sc2ccccc2c1O	i	-9.7%	2.0	32.5%	1.0%	4.9%	3.3%	6.5%	0.0
O=C(CCSCCC(=O)N1CCCC1)N1CCCC1	i	-2.3%	7.0	9.8%	-3.9%	-5.9%	-7.8%	-7.5%	4.0
